IEC-6 cytotox: IEC-6 cytotoxicity, counter-screen for KLF5 inhibitors. luminescence viability. inhibition, % at 5 µM. 0.78% of 290,000 active; in the data active = inhibition above about 22%;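 note: 0% = plate median of test compound wells and 100% = cytotoxic reference compound wells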
TRPC6 inh: blocks the mouse TRPC6 cation channel; Q61143; HEK293-TRPC6, membrane potential dye, ACh-evoked depolarization; stronger effect = lower value; B-score at 10 µM; 1.1% of 310,000 active; AID 2553;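 active = B-score under library mean minus 3 SD, initial fluorescence not abnormally high, positive integrated signal ratio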;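 note: B-score derived from integrated fluorescence ratio over the kinetic read; more negative B-score means stronger inhibition of depolarization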
Target sequence (Q61143 whole entry, looked up): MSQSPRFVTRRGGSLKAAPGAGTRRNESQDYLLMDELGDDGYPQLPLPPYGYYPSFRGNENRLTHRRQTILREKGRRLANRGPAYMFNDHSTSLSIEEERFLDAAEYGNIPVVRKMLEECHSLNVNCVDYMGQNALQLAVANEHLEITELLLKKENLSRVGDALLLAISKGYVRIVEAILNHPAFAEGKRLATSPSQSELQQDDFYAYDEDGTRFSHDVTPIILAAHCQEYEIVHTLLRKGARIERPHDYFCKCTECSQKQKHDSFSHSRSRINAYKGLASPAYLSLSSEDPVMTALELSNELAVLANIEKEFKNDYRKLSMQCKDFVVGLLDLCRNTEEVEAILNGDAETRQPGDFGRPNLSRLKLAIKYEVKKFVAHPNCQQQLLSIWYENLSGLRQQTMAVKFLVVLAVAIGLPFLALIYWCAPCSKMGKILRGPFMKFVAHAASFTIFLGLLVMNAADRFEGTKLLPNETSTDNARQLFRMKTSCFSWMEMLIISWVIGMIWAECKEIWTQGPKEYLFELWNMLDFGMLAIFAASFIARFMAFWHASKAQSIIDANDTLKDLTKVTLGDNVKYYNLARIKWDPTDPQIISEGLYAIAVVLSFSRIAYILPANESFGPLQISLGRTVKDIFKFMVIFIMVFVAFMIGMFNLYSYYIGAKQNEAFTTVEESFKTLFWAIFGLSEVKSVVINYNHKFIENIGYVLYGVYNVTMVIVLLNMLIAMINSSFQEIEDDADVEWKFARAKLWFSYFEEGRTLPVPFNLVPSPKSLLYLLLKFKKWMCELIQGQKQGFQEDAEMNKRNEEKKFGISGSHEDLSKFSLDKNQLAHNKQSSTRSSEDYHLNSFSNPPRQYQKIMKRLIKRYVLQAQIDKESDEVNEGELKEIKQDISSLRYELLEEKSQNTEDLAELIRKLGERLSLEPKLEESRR
KLF5 inh: suppresses KLF5 promoter-driven expression; DLD-1 KLF5 promoter-luciferase reporter, luminescence; inhibition, % at 5 µM; 0.23% of 290,000 active; AID 1700;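 active = inhibition above a per-plate limit of that plate's mean compound inhibition plus 3 SD, cut at about 60% in these data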;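 note: 0% = DMSO wells and 100% = LY294002 at 200 µM; higher means less KLF5 promoter-driven luciferase light; inactives centre near -14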
aSyn 5UTR inh: MLPCN primary screen, SNCA 5' untranslated region | alpha-synuclein 5'UTR reporter, inhibitor activity | inhibition, % (tested at 7.5 µM) | 0.82% of 300,000 active | AID 1813; in the data active = inhibition above about 60%; inconclusive = no clear call, values can overlap the other calls;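 note: H4 neuroglioblastoma cells stably carrying SNCA 5'UTR luciferase fusion; 0% = DMSO wells and 100% = positive control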
HIF act: HIF pathway transcriptional activation | U2OS HRE-luciferase reporter, luminescence; normalized: DMSO 0%, desferrioxamine 100% | activation, % at 7.5 µM (by protocol) | 0.32% of 300,000 active | AID 1910;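 active = mean activation of at least 10% of the iron chelator positive control signal, with at least half of replicates also reaching 10%; inconclusive = mean and replicate majority disagree about reaching 10%; inactive = mean and most replicates under 10%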
SKKanGAS inh: blocks kanamycin growth of S. pyogenes SKKanGAS strain. BacTiter-Glo, 6 h. inhibition, % at 7.5 µM. 1.3% of 300,000 active. AID 1662;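 active = mean replicate score, as percent of positive control median, at least 50; inconclusive = mean below 50 but one replicate at or above 50; inactive = mean and every replicate below 50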;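 note: strain carries kanamycin resistance gene driven by streptokinase promoter and grows in 40 µg/ml kanamycin; loss of luminescence reflects streptokinase promoter inhibition or plain growth inhibition; 0% = median of DMSO wells and 100% = positive control at its reference dose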
TRPC4 agonist: opens the mouse TRPC4 cation channel | B-score at 10 µM | Q9QUQ5 | 0.49% of 310,000 active | HEK293 TRPC4beta/mu-opioid, Fluo4 calcium fluorescence; stronger effect = higher value;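 active = B-score above 5 SD of library B-scores, and initial fluorescence ratio not above library mean plus 5 SD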;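 note: positive B-score marks a calcium rise read as TRPC4 activation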
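Technique: kinetic Fluo4 calcium fluorescence; Test system: TRPC4beta and mu-opioid receptor HEK293 stable cells; Measure: B-scored integrated calcium fluorescence ratio; Benchmarks: low control buffer alone, high control maximal DAMGO; Schedule: 45 min room-temperature Fluo4 loading, 110 s read.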
TRPC4 block: inhibitors of mouse TRPC4 channel; Q9QUQ5; HEK293 TRPC4beta/mu-opioid, DAMGO-evoked Fluo4 calcium flux; stronger effect = lower value; B-score at 10 µM; 0.39% of 300,000 active; AID 2247;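 active = B-score over 3 SD under the library average, no early fluorescence shift, positive overall ratio signal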
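Assay system: HEK293 cells with stable TRPC4beta plus mu-opioid receptor expression. Dosing: single dose. Measured by: Fluo4 Ca2+ flux fluorescence. Also added: DAMGO in two steps, submaximal then maximal. Read-out: B score from integrated Fluo4 fluorescence ratio.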
TRPC4 PAM: TRPC4 (mouse) allosteric potentiation | Q9QUQ5 | HEK293 TRPC4beta/mu-opioid, DAMGO EC20, Fluo-4 Ca2+ flux; stronger effect = higher value | B-score at 10 µM | 0.42% of 310,000 active;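 active = B-score of calcium response area above 5 SD of library B-scores, with initial fluorescence ratio within 5 SD of library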;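 note: B-score of integrated fluorescence ratio over time as area under calcium response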
MrgX1 antag: blocks BAM8-22 activation of human MrgX1 receptor | B-score at 10 µM | MRGX1-HEK293 calcium flux, Fluo-4, BAM8-22 antagonism; stronger effect = lower value | 1.3% of 310,000 active | Q96LB2 | AID 588676;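 active = calcium-response B-score plate-corrected more than 3 library SD below zero, starting fluorescence within 5 deviations, no agonist response on first addition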;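 note: peak minus trough fluorescence over baseline after final BAM8-22 challenge near maximal dose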
TRPC6 activator: mouse TRPC6 channel activation | AID 2550 | Q61143 | B-score at 10 µM | HEK293-TRPC6 membrane potential dye fluorescence; stronger effect = higher value | 0.13% of 310,000 active;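 active = B-score of the integrated fluorescence ratio above library mean plus 3 SD, and starting fluorescence ratio within library mean plus 5 SD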;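 note: higher score means more depolarization so channel activation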
The depositor's hits bear a star.

CC1=C(C(=O)Nc2ccccc2C)C(c2ccccc2)NC(=O)N1 (stereo not drawn) was read as IEC-6 cytotox 0, TRPC6 inh inactive, KLF5 inh -23, aSyn 5UTR inh 6, HIF act 0.0, SKKanGAS inh -2, TRPC4 agonist inactive, TRPC4 block inactive, TRPC4 PAM inactive, MrgX1 antag inactive and TRPC6 activator inactive.
`CN1CCN(c2ccc(NC(=O)c3ccc([N+](=O)[O-])o3)cc2Cl)CC1` gave IEC-6 cytotox 90*, TRPC6 inh inactive, KLF5 inh -14, aSyn 5UTR inh inconclusive, HIF act -4.0, SKKanGAS inh 3, TRPC4 agonist inactive, TRPC4 block inactive, TRPC4 PAM inactive, MrgX1 antag inactive and TRPC6 activator inactive.
COc1ccc(N2CC(C(=O)N3CCN(C)CC3)CC2=O)cc1 (stereo not drawn) was read as IEC-6 cytotox 2, TRPC6 inh inactive, KLF5 inh -12, aSyn 5UTR inh 3, HIF act 0.8, SKKanGAS inh 3, TRPC4 agonist inactive, TRPC4 block inactive, TRPC4 PAM inactive, MrgX1 antag inactive and TRPC6 activator inactive.
Screening CC(NC(=O)c1ccco1)C1CCCO1 (stereo not drawn) returned IEC-6 cytotox 1, TRPC6 inh inactive, KLF5 inh -34, aSyn 5UTR inh 3, HIF act -0.1, SKKanGAS inh 1, TRPC4 agonist inactive, TRPC4 block inactive, TRPC4 PAM inactive, MrgX1 antag inactive and TRPC6 activator inactive.
Screening NS(=O)(=O)c1ccc(CNC(=O)c2ccc(Cl)cc2[N+](=O)[O-])cc1 returned IEC-6 cytotox -1, TRPC6 inh inactive, KLF5 inh 3, aSyn 5UTR inh 2, HIF act 0.3, SKKanGAS inh -3, TRPC4 agonist inactive, TRPC4 block inactive, TRPC4 PAM inactive, MrgX1 antag inactive and TRPC6 activator inactive.
`COc1ccc(OC)c(C(=O)Nc2c(O)ccc3ccccc23)c1` gave TRPC6 inh inactive, aSyn 5UTR inh 16, HIF act 0.7, SKKanGAS inh 2, TRPC4 agonist inactive, TRPC4 block inactive, TRPC4 PAM inactive, MrgX1 antag inactive and TRPC6 activator inactive.
CCNC(=S)N/N=C(\C)c1cc2ccccc2o1 was read as IEC-6 cytotox 5, TRPC6 inh inactive, KLF5 inh -26, aSyn 5UTR inh -23, HIF act 0.6, SKKanGAS inh -2, TRPC4 agonist inactive, TRPC4 block inactive, TRPC4 PAM inactive, MrgX1 antag inactive and TRPC6 activator inactive.
For CC(Oc1ccc2c3c(c(=O)oc2c1)CCC3)C(=O)NCCN1CCOCC1 (stereo not drawn) the results were IEC-6 cytotox 1, TRPC6 inh inactive, KLF5 inh -23, aSyn 5UTR inh 16, HIF act -0.1, SKKanGAS inh 20, TRPC4 agonist inactive, TRPC4 block inactive, TRPC4 PAM inactive, MrgX1 antag inactive and TRPC6 activator inactive.
Screening COCC(=O)N1CCC(Oc2ccc(C(=O)N[C@H](C(=O)OC)C(C)C)cc2)CC1 returned IEC-6 cytotox -11, TRPC6 inh inactive, KLF5 inh 4, aSyn 5UTR inh -6, HIF act -15, SKKanGAS inh 0, TRPC4 agonist inactive, TRPC4 block inactive, TRPC4 PAM inactive, MrgX1 antag inactive and TRPC6 activator inactive.
For CCCC(c1nnnn1Cc1ccco1)N1CCN(c2ccccc2)CC1 (stereo not drawn) the results were IEC-6 cytotox 2, TRPC6 inh inactive, KLF5 inh -7, aSyn 5UTR inh -20, HIF act -0.4, SKKanGAS inh 3, TRPC4 agonist inactive, TRPC4 block inactive, TRPC4 PAM inactive, MrgX1 antag inactive and TRPC6 activator inactive.
O=C(OCC(=O)c1ccc(Cl)s1)c1ccc2ccccc2n1 was read as IEC-6 cytotox 5, TRPC6 inh inactive, KLF5 inh -6, aSyn 5UTR inh -14, HIF act 0.4, SKKanGAS inh 7, TRPC4 agonist inactive, TRPC4 block inactive, TRPC4 PAM inactive, MrgX1 antag inactive and TRPC6 activator inactive.
CCOc1ccc(S(=O)(=O)Nc2ccc(S(=O)(=O)Nc3cc(OC)ccc3OC)cc2)cc1 was read as IEC-6 cytotox 5, TRPC6 inh inactive, KLF5 inh -7, aSyn 5UTR inh 16, HIF act 0.4, SKKanGAS inh 3, TRPC4 agonist inactive, TRPC4 block inactive, TRPC4 PAM inactive, MrgX1 antag inactive and TRPC6 activator inactive.

Pulled one by one from above, 2 records:
For CCCC(c1nnnn1Cc1ccco1)N1CCN(c2ccccc2)CC1 (stereo not drawn) the results were IEC-6 cytotox 2, TRPC6 inh inactive, KLF5 inh -7, aSyn 5UTR inh -20, HIF act -0.4, SKKanGAS inh 3, TRPC4 agonist inactive, TRPC4 block inactive, TRPC4 PAM inactive, MrgX1 antag inactive and TRPC6 activator inactive.
CCOc1ccc(S(=O)(=O)Nc2ccc(S(=O)(=O)Nc3cc(OC)ccc3OC)cc2)cc1 was read as IEC-6 cytotox 5, TRPC6 inh inactive, KLF5 inh -7, aSyn 5UTR inh 16, HIF act 0.4, SKKanGAS inh 3, TRPC4 agonist inactive, TRPC4 block inactive, TRPC4 PAM inactive, MrgX1 antag inactive and TRPC6 activator inactive.

Remaining list, next part.
Screening CC1=NN(C(=O)c2ccc(Cn3nc(C)cc3C)o2)C(O)(C(F)(F)F)C1 (stereo not drawn) returned IEC-6 cytotox -1, TRPC6 inh inactive, KLF5 inh -14, aSyn 5UTR inh 14, HIF act -0.4, SKKanGAS inh -8, TRPC4 agonist inactive, TRPC4 PAM inactive, MrgX1 antag inactive and TRPC6 activator inactive.
For O=C(CN1CCN(C(c2ccccc2)c2ccccc2)CC1)NC(=O)NCc1ccco1 the results were IEC-6 cytotox -8, TRPC6 inh inactive, KLF5 inh -17, aSyn 5UTR inh 0, HIF act 0.2, SKKanGAS inh -2, TRPC4 agonist inactive, TRPC4 block inactive, TRPC4 PAM inactive, MrgX1 antag inactive and TRPC6 activator inactive.
`Cc1nnc(NC(=O)CCCCCN2C(=O)C3C4C=CC(C4)C3C2=O)s1` (stereo not drawn) gave IEC-6 cytotox 1, TRPC6 inh inactive, KLF5 inh 1, aSyn 5UTR inh -46, HIF act -0.1, SKKanGAS inh 0, TRPC4 agonist inactive, TRPC4 block inactive, TRPC4 PAM inactive, MrgX1 antag inactive and TRPC6 activator inactive.
`CCN1CCN(C(=S)NCc2ccc(C)cc2)CC1` gave IEC-6 cytotox 3, TRPC6 inh inactive, KLF5 inh -19, aSyn 5UTR inh 5, HIF act 0.1, SKKanGAS inh 0, TRPC4 agonist inactive, TRPC4 block inactive, TRPC4 PAM inactive, MrgX1 antag inactive and TRPC6 activator inactive.
For Cc1cc(=O)oc2cc(OCC(=O)NCCCN3CCCC3=O)ccc12 the results were IEC-6 cytotox 8, TRPC6 inh inactive, KLF5 inh -18, aSyn 5UTR inh -15, HIF act 0.1, SKKanGAS inh -1, TRPC4 agonist inactive, TRPC4 block inactive, TRPC4 PAM inactive, MrgX1 antag inactive and TRPC6 activator inactive.
C/C(=N\NC(=O)C(N)=O)c1ccc2c(c1)OCCO2 was read as IEC-6 cytotox -9, TRPC6 inh inactive, KLF5 inh -35, aSyn 5UTR inh -23, HIF act 0.6, SKKanGAS inh 10, TRPC4 agonist inactive, TRPC4 block inactive, TRPC4 PAM inactive, MrgX1 antag inactive and TRPC6 activator inactive.
CCC1CCCCN1C(=O)CSc1nc2c([nH]c3ccccc32)c(=O)n1C (stereo not drawn) was read as IEC-6 cytotox 7, TRPC6 inh inactive, KLF5 inh 6, aSyn 5UTR inh -15, HIF act -0.2, SKKanGAS inh 11, TRPC4 agonist inactive, TRPC4 block inactive, TRPC4 PAM inactive, MrgX1 antag inactive and TRPC6 activator inactive.
C/C(=N/NS(=O)(=O)c1ccc(F)cc1)c1ccncc1 was read as IEC-6 cytotox -14, TRPC6 inh inactive, KLF5 inh -27, aSyn 5UTR inh 6, HIF act -0.4, SKKanGAS inh 3, TRPC4 agonist inactive, TRPC4 block inactive, TRPC4 PAM inactive, MrgX1 antag inactive and TRPC6 activator inactive.
Screening Cc1ccc(Cn2c(C)nc3c(c2=O)c2nc4ccccc4nc2n3Cc2ccco2)cc1 returned IEC-6 cytotox -11, TRPC6 inh inactive, KLF5 inh 1, aSyn 5UTR inh -2, HIF act -0.6, SKKanGAS inh 30, TRPC4 agonist inactive, TRPC4 block inactive, TRPC4 PAM inactive, MrgX1 antag inactive and TRPC6 activator inactive.
Screening COCCNC(=O)c1ccccc1NS(=O)(=O)c1ccc(Br)s1 returned IEC-6 cytotox -3, TRPC6 inh inactive, KLF5 inh -29, aSyn 5UTR inh -8, HIF act -0.4, SKKanGAS inh 0, TRPC4 agonist inactive, TRPC4 block inactive, TRPC4 PAM inactive, MrgX1 antag inactive and TRPC6 activator inactive.
`CCOC(=O)CC1COCCN1Cc1cn(C)nc1-c1ccccc1F` (stereo not drawn) gave IEC-6 cytotox -4, TRPC6 inh inactive, KLF5 inh -35, aSyn 5UTR inh -2, HIF act -1.0, SKKanGAS inh 4, TRPC4 agonist inactive, TRPC4 block inactive, TRPC4 PAM inactive, MrgX1 antag inactive and TRPC6 activator inactive.
For CCC(C)C(NC(=O)OCc1ccccc1)C(=O)NCC(c1ccccc1)N(C)C (stereo not drawn) the results were IEC-6 cytotox 2, TRPC6 inh inactive, KLF5 inh -38, aSyn 5UTR inh 17, HIF act -0.3, SKKanGAS inh 0, TRPC4 agonist inactive, TRPC4 block -5*, TRPC4 PAM inactive, MrgX1 antag inactive and TRPC6 activator inactive.
COc1cccc(-n2nnc3c(=O)n(CC(=O)Nc4ccccc4C)cnc32)c1 was read as IEC-6 cytotox 1, TRPC6 inh inactive, KLF5 inh 14, aSyn 5UTR inh 23, HIF act -0.1, SKKanGAS inh -4, TRPC4 agonist inactive, TRPC4 block inactive, TRPC4 PAM inactive, MrgX1 antag inactive and TRPC6 activator inactive.
Cc1ccccc1NS(=O)(=O)c1nnc(NC(=O)c2ccc(Br)cc2)s1 was read as IEC-6 cytotox -5, TRPC6 inh inactive, KLF5 inh -18, aSyn 5UTR inh -36, HIF act 0.5, SKKanGAS inh 34, TRPC4 agonist inactive, TRPC4 block inactive, TRPC4 PAM inactive, MrgX1 antag inactive and TRPC6 activator inactive.
`CC(C)Oc1ccc(C(=O)Nc2c3c(nn2C(C)(C)C)CS(=O)(=O)C3)cc1` gave IEC-6 cytotox 2, TRPC6 inh inactive, KLF5 inh -7, aSyn 5UTR inh 21, HIF act -0.2, SKKanGAS inh -1, TRPC4 agonist inactive, TRPC4 block inactive, TRPC4 PAM inactive, MrgX1 antag inactive and TRPC6 activator inactive.

Assay outcomes (PubChem BioAssay)
